KDM5B inhibitor = inhibitors of human KDM5B histone demethylase | AID 1347165 | actives 2.6% (n = 220,000) | KDM5B demethylase, FDH-coupled NADH fluorescence (FDH is formaldehyde dehydrogenase) | Potency, µM (top dose mostly 57.7 µM), for inactives: top-dose activity change, negative = inhibition, hits mostly inhibitors | Q9UGL1; active = well fitted inhibition curve with a large enough effect; inconclusive = small, poorly fitted or top-dose-only effect; inactive = no such curve, though single readings can be large or run the other way; also: 0% is about no effect; nearly all actives have a fitted effect of over 70% in size
Target sequence (Q9UGL1 whole entry, looked up): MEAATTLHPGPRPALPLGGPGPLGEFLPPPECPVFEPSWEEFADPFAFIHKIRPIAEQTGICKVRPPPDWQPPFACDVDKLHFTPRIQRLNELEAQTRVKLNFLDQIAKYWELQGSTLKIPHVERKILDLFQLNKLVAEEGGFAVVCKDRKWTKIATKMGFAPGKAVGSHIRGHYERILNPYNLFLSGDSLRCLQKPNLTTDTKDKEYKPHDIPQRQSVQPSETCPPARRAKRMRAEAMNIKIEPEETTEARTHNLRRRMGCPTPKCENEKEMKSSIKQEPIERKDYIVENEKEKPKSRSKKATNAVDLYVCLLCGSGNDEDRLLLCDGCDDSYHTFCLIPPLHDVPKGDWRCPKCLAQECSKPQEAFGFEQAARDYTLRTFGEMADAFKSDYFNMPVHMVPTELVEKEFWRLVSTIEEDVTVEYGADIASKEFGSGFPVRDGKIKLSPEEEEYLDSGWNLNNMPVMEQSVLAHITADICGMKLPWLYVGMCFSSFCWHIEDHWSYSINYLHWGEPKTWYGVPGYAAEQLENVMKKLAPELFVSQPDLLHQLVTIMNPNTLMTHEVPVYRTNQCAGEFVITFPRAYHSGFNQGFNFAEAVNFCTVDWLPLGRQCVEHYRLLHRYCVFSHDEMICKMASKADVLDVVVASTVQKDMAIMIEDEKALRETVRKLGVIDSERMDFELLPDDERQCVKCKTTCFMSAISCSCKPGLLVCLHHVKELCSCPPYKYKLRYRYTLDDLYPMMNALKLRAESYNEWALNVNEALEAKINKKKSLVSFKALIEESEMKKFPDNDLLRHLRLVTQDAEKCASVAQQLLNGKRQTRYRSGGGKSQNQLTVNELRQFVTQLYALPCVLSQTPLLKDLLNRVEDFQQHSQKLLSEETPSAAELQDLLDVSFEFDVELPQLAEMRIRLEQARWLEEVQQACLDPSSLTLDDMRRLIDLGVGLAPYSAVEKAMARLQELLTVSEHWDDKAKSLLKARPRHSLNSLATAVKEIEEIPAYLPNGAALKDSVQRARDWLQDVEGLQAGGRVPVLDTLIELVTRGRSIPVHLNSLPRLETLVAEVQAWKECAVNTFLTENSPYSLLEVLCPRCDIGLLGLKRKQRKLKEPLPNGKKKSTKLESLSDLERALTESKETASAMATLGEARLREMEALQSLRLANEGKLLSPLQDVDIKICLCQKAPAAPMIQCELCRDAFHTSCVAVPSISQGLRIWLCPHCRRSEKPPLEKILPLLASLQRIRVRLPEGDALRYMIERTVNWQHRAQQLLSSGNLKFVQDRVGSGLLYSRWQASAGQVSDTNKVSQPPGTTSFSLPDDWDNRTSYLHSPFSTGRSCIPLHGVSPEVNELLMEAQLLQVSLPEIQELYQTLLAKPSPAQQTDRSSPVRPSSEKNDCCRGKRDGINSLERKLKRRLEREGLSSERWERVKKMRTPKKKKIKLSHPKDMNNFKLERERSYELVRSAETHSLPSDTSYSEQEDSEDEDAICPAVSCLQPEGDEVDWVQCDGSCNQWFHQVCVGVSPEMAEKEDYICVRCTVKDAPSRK
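Coupled FDH/NAD⁺ fluorescence readout. KDM5BΔAP 200 nM final; compound titration, 10 min RT preincubation; substrate mix 12.5 µM H3K4me3, 25 µM 2-OG, 50 µM Fe(II), 100 µM ascorbate, 0.25 mM NAD⁺, 0.25 U/mL FDH; ΔRFU over 30 min.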
The depositor's hits bear a star; ? = inconclusive; & = joins results of further samples; [ ] = another dose, or the depositor's remark. Potency is read from the fitted curve at half-maximal effect. A portion of the library (hit frequency here may not be typical).

Start of the listing, in advance (three entries):
KDM5B inhibitor,Molecule
?,CCn1cc(C(CC(=O)N2CCC(C)CC2)c2cccc(Cl)c2)c2ccccc21 (stereo not drawn)
-11.8%[86.2 µM],CN(C)c1ccc(-c2nnnn2[C@H]2CO[C@H]3[C@@H]2OC[C@@H]3NC(=O)CCC(=O)O)cc1
-1.8%,Cc1cnn(CCC(=O)N[C@@H]2CN(Cc3ccccc3)C[C@H]2CO)c1

The listing, from the first entry:
KDM5B inhibitor,Molecule
?,CCn1cc(C(CC(=O)N2CCC(C)CC2)c2cccc(Cl)c2)c2ccccc21 (stereo not drawn)
-11.8%[86.2 µM],CN(C)c1ccc(-c2nnnn2[C@H]2CO[C@H]3[C@@H]2OC[C@@H]3NC(=O)CCC(=O)O)cc1
-1.8%,Cc1cnn(CCC(=O)N[C@@H]2CN(Cc3ccccc3)C[C@H]2CO)c1
0.1%,CCOc1cccc(/C(O)=C2\C(=O)C(=O)N(CCOC)C2c2cccnc2)c1 (stereo not drawn)
-9.6%,O=C(CC1=CCCCC1)N1CCc2nn(CC3CC3)c(=O)n2CC1
-26.7%,N#C/C(=C\c1c[nH]c2ccccc12)c1ccccc1
5.2%,CC(C)CNC(=O)C1COC2(CCN(C(=O)c3ccc(F)cc3)CC2)N1C(=O)c1ccccc1 (stereo not drawn)
16.6%,CC(=O)c1ccc(C)cc1OCc1ccccc1C#N
28.2µM*,CN(C)C[C@@H]1CN(c2ncccn2)C[C@H]1NS(=O)(=O)c1ccc(Cl)cc1
28.2µM*,COc1cccc(F)c1-c1ncc2c(n1)OCCN(CC1CC1)C2=O
?,CCCCN(C)CC(O)Cn1cc(/C=C/C(=O)c2ccc(Br)cc2)c2ccccc21 (stereo not drawn)
-10.1%,Cc1nc(C)c(C(=O)N2CCC3(CC2)CC(N(C)Cc2ccccc2)CCO3)s1 (stereo not drawn)
-8.1%,O=C(Nc1ccccc1C(=O)NC1CCCC1)c1ccnc(-n2cncn2)c1
9.4%,Cc1ccc(N/C=C/C(=O)c2cccc(Cl)c2)cc1
-40.7%,CCC1CN(C(=O)N2CCC(C(=O)Nc3cc(C)ccc3C)CC2)c2ccccc2O1 (stereo not drawn)
-10.2%,Cc1ccc2c(c1)sc(=NC(=O)C1CC1)n2C
15.9%,N#C/C(=C/c1ccc(-c2cccc(Cl)c2Cl)o1)C(=O)c1ccccc1
14.2%,COc1ccc2c(c1)c(CN1CCc3nc(N4CCN(C)CC4)[nH]c(=O)c3CC1)cn2C
-29.0%,O=c1[nH]c(=O)n(Cc2ccccc2)c2nccc(-c3ccc4c(c3)OCO4)c12
20.8%,COc1ccc(Cl)cc1C(=O)N1CC2CC(C1)[C@H]1CCCC(=O)N1C2 (stereo partly drawn)
-13.2%,COc1ccc(CCNC(=O)Cn2cccc2-c2nc(-c3ccc4c(c3)OCO4)no2)cc1OC
31.8%,CCc1nc(-c2c3n(c(=O)n(CC(=O)NCc4ccc(F)cc4)c2=O)CCCCC3)no1
4.7%,COc1ccc(C(CC(=O)Nc2ccc(C(C)=O)cc2)N2Cc3ccccc3C2=O)cc1 (stereo not drawn)
15.8%,CCOC(=O)C1CCN(C(=O)c2cc3ccc(OC)cc3[nH]2)CC1
-3.1%,O=C(O)CCc1ccsc1
12.0%,Cc1oc(-c2ccccc2)nc1CN1CCN(C(=O)c2ccco2)CC1
-8.5%,COc1ccc(C[C@@H]2NC(=O)[C@H]3CN(C(=O)c4ccc(N(C)C)cc4)CCN3C2=O)cc1
-10.6%,C[C@@H](O)CNC(=O)c1nc(-c2ccc(COc3ccc4c(c3)OCO4)cc2)no1
?,Cc1cccc2c1-c1sc(C(=O)N3CCN(c4ccc(F)cc4)CC3)cc1CO2
-18.5%,CCc1cccc(C)c1NC(=O)C(CC)n1nc(C)c2c(C)n(-c3ccccc3)nc2c1=O (stereo not drawn)
-19.1%,O=C(Nc1ccc(F)cc1F)c1cc(C2CC2)nn1-c1ccccc1
-21.3%,CN(C)C[C@@H]1CN(c2ccncn2)C[C@H]1NC(=O)c1ccc(Cl)s1
?,O=C(Cc1ccccc1)Nc1ccc2n(c1=O)C[C@H]1C[C@@H]2CN(S(=O)(=O)c2ccc(Cl)cc2)C1
-20.4%,C=CCC(CC=C)(CNC(=O)C(=O)Nc1ccc(C(=O)OCC)cc1)c1ccccc1
2.1%,CN(Cc1ccc(C(=O)NCC(F)(F)F)cc1)C(=O)c1cccc(F)c1
?,Cc1cccc(CC(=O)Nc2cccc(-c3cn4cccnc4n3)c2)c1
-11.7%,Cc1ccc(S(=O)(=O)N2CC(c3nc(-c4ccncc4)no3)C2)cc1Cl
4.4%,Cc1cc(C)nc(SCC(=O)NNC(=O)c2cccs2)n1
23.0%,Cc1cnc2c(S(=O)(=O)NCCN3CCOCC3)cccc2c1
-0.3%,CCOCCCNC(=O)N1CCC2(CC1)CC(N1CCOCC1)CCO2 (stereo not drawn)
33.4%,Cc1cccc(Nc2ccncc2S(N)(=O)=O)c1
7.4%,COc1ccc(C(=O)Nc2ccc3c(c2)CN(Cc2ccc(OC)cc2OC)C(=O)CO3)cc1
-0.4%,Cc1ccc(C)c(NC(=O)C(=O)NCCCN2CCOCC2)c1
7.6%&71.1%,CCCOc1ccc(-c2nn(-c3ccccc3)cc2C2NC(=O)NC(C)=C2C(=O)OC)cc1C (stereo not drawn)
-0.7%,Cc1ccccc1C1(O)CCN(C(=O)c2ccc(C#CC(C)(C)O)o2)C1 (stereo not drawn)
?,CCc1nc(NCCOC)ncc1C(=O)O
?,CCc1ccc(CN2CCc3nc(Nc4ccc5c(c4)OCCO5)ncc3C2)cc1
?,COc1cc(C(C(=O)O)N(C)Cc2c(C)nn(C)c2C)ccc1N (stereo not drawn)
-7.2%[86.2 µM],COc1ccc(CN2C[C@@H](F)[C@@H](OCc3nc4ccccc4[nH]3)C2)cc1
4.4%,CC(=O)NCCNS(=O)(=O)CCC(=O)O

Continued.
KDM5B inhibitor,Molecule
7.9%,COc1cccc(NC(=O)N[C@H]2CCN(C(=O)C=C(C)C)[C@@H]2C(=O)N[C@H](Cc2ccccc2)C(N)=O)c1
18.5%,O=C(CSc1ccccc1C(=O)O)NC12CC3CC(CC(C3)C1)C2
2.6%,CCCc1nc(Cn2cnc3c2c(=O)n(C)c(=O)n3C)cs1
18.3%,CC(C)CNc1nc2c(c(=O)n(C)c(=O)n2C)n1Cc1cccc(Br)c1
-9.3%,Cc1cccc(NC(=O)c2ncoc2-c2cccc(Cl)c2)c1C
-10.3%,COc1cccc2c1ccn2CCNC(=O)C1CC(=O)N(c2n[nH]c3ccccc23)C1 (stereo not drawn)
-7.6%,Brc1ccccc1-n1ncc2c1ncn1nc(Cc3ccccc3)nc21
6.1%,COc1ccc(-c2cc(C(=O)NCc3cccs3)no2)cc1
-26.1%,Cc1ccc(C2(C)NC(=O)N(Cc3coc(-c4cccs4)n3)C2=O)cc1 (stereo not drawn)
18.4%,CCn1nc(C)c(C(=O)N2CCC(=O)N(CC3CC3)C(C(C)C)C2)c1C (stereo not drawn)
13.5%,O=c1c2ccccc2nc(SCc2nc3ccccc3o2)n1CCCO
14.4%,CC(=O)NC(Cc1c[nH]c2ccccc12)C(=O)NCC1(c2ccccc2)CC1 (stereo not drawn)
31.6µM*,CC(C)C[C@@H]1N[C@H](C(=O)N2CCN(C)CC2)Cc2c[nH]c3cccc1c23
3.3%,CN(C)c1cc(N2CCCC(NC(=O)c3ccnn3C)C2)ncn1 (stereo not drawn)
-15.8%,COCCOCC(=O)N1CC(Oc2cccc(-c3nc(C)no3)c2)C1
?,O=C(CN1c2ccccc2S(=O)(=O)c2ccccc21)Nc1ccccc1Cl
-3.9%,CCc1ccc(S(=O)(=O)Nc2ccc3c(c2)sc(=O)n3C)cc1
-9.2%,COc1ccc(CC2CN(C(=O)c3ccsc3)CCO2)cc1 (stereo not drawn)
-17.9%[86.2 µM],COC(=O)c1ccc2nc(CO[C@H]3CN(C(C)=O)C[C@H]3F)[nH]c2c1
-14.4%[86.2 µM],Cc1cc(OC2CN(Cc3ccc(C#N)cc3)C2)ccc1F
4.9%[86.2 µM],CC1=C[C@@H](CNC(=O)c2ccccc2)[C@H](C(C)C)C[C@H]1CC(=O)N1CCN(C)CC1
?,COc1ccc(/C=C/CN2CC(=O)N(c3ccccc3C#N)CC2C)cc1 (stereo not drawn)
26.2%,COC(=O)c1ccccc1NC(=O)CC1Sc2ccccc2NC1=O (stereo not drawn)
22.1%,Cc1nc(-c2noc(-c3ccccc3Cl)n2)c(C(F)(F)F)o1
?,Cc1ccc(S(=O)(=O)c2nc(-c3cccc(C)c3)oc2N2CCCCC2)cc1
-4.7%,O=C(CCC(=O)N1CCC(c2noc3ccc(F)cc23)CC1)N1CCOCC1
12.2%,CSc1nnc(-c2nn(C)c3c2CN(S(=O)(=O)c2ccccc2)CC3)n1C
-3.4%,CC1=N/C(=C\c2ccc([N+](=O)[O-])cc2)C(=O)N1c1ccc(C)c(Cl)c1
-12.6%[86.2 µM],O=C(N[C@@H](Cn1cc(Cl)c(=O)[nH]c1=O)C(=O)O)C1CC1
-14.4%,CCc1ccc(C(=O)CSc2n[nH]c(CC)n2)cc1
22.1%,COCC(=O)Nc1cccc(NC(=O)CC2CCCC2)c1
19.0%,CC(C)NC(=O)C(C)c1ccc([N+](=O)[O-])cc1 (stereo not drawn)
-14.4%,CCn1c(SCC(=O)NC2CCCC2)nnc1C(C)C
23.6%[115 µM],CN1CCCC2(Cc3ccccc3CN(C(=O)c3ccc(Cl)cc3)C2)C1 (stereo not drawn)
-2.7%,COc1cccc2c1OCC(Cc1cccc(N3CCNCC3)c1)C2 (stereo not drawn)
-17.7%,COc1ccc(N2CC(NC(=O)CCCc3ccccc3)CC2=O)cc1 (stereo not drawn)
2.2%,CCOc1ccc(S(=O)(=O)Nc2nc3ccccc3nc2Nc2ccc(F)cc2)cc1
-33.6%[115 µM],C#CCNC(=O)c1onc(-c2ccc(F)cc2)c1[C@H](C)O
10.0%,COC(=O)NC(c1ccc(C)cc1)C(Cl)(Cl)Cl (stereo not drawn)
?,O=C1/C(=C/c2ccc(F)cc2)Oc2cc(OC(=O)N3CCOCC3)ccc21
-2.8%,CN(CC(=O)Nc1cccc(F)c1)C(=O)CCc1ncc(-c2ccc(Cl)cc2)o1
-21.3%,CCn1nccc1C(=O)N1CCCC(c2nnnn2-c2ccccc2)C1 (stereo not drawn)
0.9%,O=C(CSCc1coc(-c2ccc(Cl)cc2)n1)N1CCCCC1
15.1%,COCc1ccccc1CNC(=O)c1cccs1
4.0%,O=S(=O)(/C(=C/c1cccs1)c1nc2ccccc2[nH]1)c1ccccc1
4.4%,CN1CCC(OCCCn2ccnc2-c2ccccc2C(=O)O)CC1
16.6%,O=C(Cc1ccccc1F)Nc1ccc2c(c1)CCC2
-0.3%,COc1ccccc1NC(=O)c1nn(C)c(=O)c2ccccc12
-27.3%,CC(NC(=O)c1noc(-c2ccc3c(c2)OCO3)n1)c1ccccc1 (stereo not drawn)
?,COc1ccc(NC(=O)c2cc(-c3ccc(C)o3)nc3ccccc23)c(OC)c1

Next part.
KDM5B inhibitor,Molecule
1.6%,COc1cc(C(=O)Nc2cccc(-c3nc4ccc(C)cc4o3)c2)cc(OC)c1OC
14.2%,CS(=O)(=O)N1CCN(C(C(=O)O)c2c[nH]c3ccccc23)CC1 (stereo not drawn)
?,CN(C)c1ccc(CN2CCc3nc(N4CCN(c5ccccn5)CC4)ncc3C2)cc1
-15.8%,O=C(COc1ccccc1)Nc1ccc2c(c1)CN(Cc1ccccc1F)C(=O)CO2
14.6%,CN(C)S(=O)(=O)N(CC(=O)Nc1c(F)cccc1F)c1ccccc1
-27.1%,CCN(C(=O)c1cn(-c2ccc(OC)cc2)c(=O)c2ccccc12)c1cccc(Cl)c1
0.8%,O=C(CC1SCCNC1=O)Nc1cc(Cl)ccc1Cl (stereo not drawn)
4.7%,Cc1ccccc1NC(=O)CSC1=Nc2ccccc2C2CC=NN12 (stereo not drawn)
-16.9%,CCc1ccc(CNC(=O)c2cc3n(n2)CCCN(Cc2ccccc2)C3=O)cc1
-23.4%,Cn1cnnc1CC1CCN(C(=O)c2ccccc2F)CC1
?,COc1ccc(C(=O)c2sc3nc(-c4ccc(F)cc4)ccc3c2N)cc1
16.6%,Cc1cc(C)cc(OCC(C)N)c1 (stereo not drawn)
11.6%,Cc1ccc(Cl)cc1NC(=O)CCc1ncc(-c2ccc(F)cc2)o1
-2.9%,CC(NC(=O)c1ccccc1Br)c1nnc(SCC(=O)N2CCOCC2)n1C (stereo not drawn)
8.2%,CCOC(=O)N1CCN(c2nnc(-c3ccc(C)cc3)c3ccccc23)CC1
?,O=C1NCc2ccccc2CC12CCN(Cc1ccc([N+](=O)[O-])cc1)C2 (stereo not drawn)
-0.9%,CCCCc1ccc(-c2csc(/C(C#N)=C/c3ccccc3)n2)cc1
16.0%,CC(=O)N1CCCc2cc(S(=O)(=O)N3CCCC(C(=O)Nc4ccc(C)cc4C)C3)ccc21 (stereo not drawn)
-1.5%,Clc1ccc(-c2nnc(CSc3nc4ccc(Cl)cc4[nH]3)o2)cc1
12.4%[86.2 µM],CC(c1cccs1)N(C)C(=O)c1ccccc1F (stereo not drawn)

An excerpt of these results, as comma-separated lines:
Molecule,KDM5B inhibitor
CC(=O)NCCNS(=O)(=O)CCC(=O)O,4.4%
COc1cccc(NC(=O)N[C@H]2CCN(C(=O)C=C(C)C)[C@@H]2C(=O)N[C@H](Cc2ccccc2)C(N)=O)c1,7.9%
O=C(CSc1ccccc1C(=O)O)NC12CC3CC(CC(C3)C1)C2,18.5%
CCCc1nc(Cn2cnc3c2c(=O)n(C)c(=O)n3C)cs1,2.6%
CC(C)CNc1nc2c(c(=O)n(C)c(=O)n2C)n1Cc1cccc(Br)c1,18.3%
Cc1cccc(NC(=O)c2ncoc2-c2cccc(Cl)c2)c1C,-9.3%
COc1cccc2c1ccn2CCNC(=O)C1CC(=O)N(c2n[nH]c3ccccc23)C1 (stereo not drawn),-10.3%

Source: PubChem (National Center for Advancing Translational Sciences (NCATS))
